# Screens: PubChem, Broad Institute
# INS-1E GSIS act: GLuc luminescence reporter in INS-1E cells, primary screen for activators of glucose-dependent secretion of insulin; INS-1E GLuc reporter insulin secretion, 2-3 h; 370,000 compounds, 0.61% hits; activation, % at 16.6 µM;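 active = lowest replicate activation of at least 40%, so every replicate reaches that level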;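 note: 0% = median of neutral control wells and 100% = median of IBMX positive control wells; some compounds called inactive have numbers as strong as hits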
# PAX8 reporter: inhibitors of PAX8-driven TPO luciferase reporter, primary screen, RMG-I cells, single concentration; SteadyGlo, 24 h; inhibition, % at 12.6 µM; 360,000 compounds, 1.2% hits;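 active = mean replicate inhibition at least 60% with every replicate also reaching 60%; inconclusive = only one of the two criteria is met; inactive = mean below 60% and not all replicates reaching 60%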;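 note: luciferase light reporting Pax8 driven TPO promoter activity; plate controls were median of neutral control wells for no effect and mitoxantrone controls for full effect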
# DENV2 CPE rescue: inhibitors of DENV2 cytopathic effect, primary screen, cell-based, plate reader, single concentration. DENV2-infected cells, cytopathic effect rescue. CPE inhibition, % at 9.99 µM. 350,000 compounds, 1.7% hits. AID 651640, 2012; in the data active = CPE inhibition above about 20%, passing the limit was not always enough; inconclusive = no clear call, values can overlap the other calls; tested in BHK-21 cells;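 note: 0% = median of neutral control wells and 100% = median of positive control wells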
# FN deposition inh: inhibitors of fibronectin matrix deposition, primary screen, AH1F cells, Alexa488-fibronectin fluorescence, plate reader; AH1F fibroblasts, overnight; inhibition, % at 12.6 µM; 350,000 compounds, 0.086% hits;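 active = mean inhibition across replicates of 30% or more, regardless of how many single replicates reach that level; inconclusive = mean under 30% yet at least half of replicates reach 30%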;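 note: positive control wells lacked labelled fibronectin entirely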
#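 Assay system: AH1F fibroblasts assembling fluorescent fibronectin matrix; Amount: 10000 AH1F cells per well; Buffer or medium: DMEM, 2% serum; Probe or stimulus: Alexa488-fibronectin, 24 nM final in well; Doses: single compound dose, delivered by pin transfer; Incubation: 1 h adhesion, overnight exposure; Measured by: fluorescence 485/525 nm; Read-out: fibronectin deposition inhibition.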
# EWS-Fli block: EWS/Fli-driven NR0B1 reporter inhibitors, primary screen, A673 cells, NR0B1 luciferase, luminescence, MLPCN library | viability-normalised | inhibition, % at 12.6 µM | 350,000 compounds, 0.67% hits | AID 651661, 2012;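 active = mean inhibition of at least 50% after viability correction, with every replicate also passing that limit; inconclusive = mean reaches 50% but only one of two replicates passes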;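 note: firefly luciferase signal divided by Alamar Blue viability fluorescence both relative to DMSO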
# CFTR F508del cor: F508del CFTR correction, initial screen, CFBE line, single point; 350,000 compounds, 0.36% hits; activity (quench increase), % at 7.58 µM; AID 720511, 2013; CFBE cells, YFP halide quenching; stimulated with forskolin plus potentiator P3; % fluorescence drop versus neutral controls;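 active = mean added fluorescence quench of at least 8% versus neutral control, with both replicates also reaching 8%; inconclusive = only one of the mean or replicate conditions met; inactive = mean below 8% and not both replicates reaching 8%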;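 note: cells transiently co-express mutant CFTR-F508del with the halide-sensitive YFP; corrector assay measuring rescue of mutant channel to the surface after 24 h compound exposure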
# miR-122 sensor: miR-122 Renilla sensor signal increase in Huh7, primary screen, miR-122 inhibitor project, cell-based, single point, plate reader; activation (reporter increase), % at 12.5 µM; Huh7 miR-122 Renilla luciferase sensor, 48 h; neutral wells = 0, positive control = 100; 340,000 compounds, 0.3% hits; AID 602342, 2012;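 active = mean replicate activation score at least 90 and every replicate individually at or above 90; inconclusive = only one of the two criteria met; inactive = neither criterion met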;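 note: higher luciferase means less miR-122 activity so hits act as miR-122 inhibitors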
# Starred values were filed as active, the others as inactive; ? = inconclusive; · = not tested or not shown; [ ] = another dose, or the depositor's remark.
# The line under a structure holds: DENV2 CPE rescue	miR-122 sensor	CFTR F508del cor	FN deposition inh	EWS-Fli block	PAX8 reporter	INS-1E GSIS act
Cc1ccsc1CN(C(=O)c1ccccc1)C1CCS(=O)(=O)C1 (stereo not given)
  ·	·	-2.1	-5	-2	13	18
CC(=O)NC[C@H]1[C@@H](c2ccc(-c3ccccc3F)cc2)[C@@H](CO)N1C(=O)C1CC1
  2	-7[16.7 µM]	-2.3	-12	-10	9	-9
O=C(CC1CC1)N1CC(=O)N2[C@H](CO)[C@@H](c3ccc(C#Cc4ccccc4)cc3)[C@H]2C1
  5	·	-1.0	·	0	·	-13
COc1ccccc1CNC(=O)COC(=O)CSc1ccc(C)c(C)c1
  -8	-4	-2.0	-2	-3	8	65
CSCCC(NS(=O)(=O)c1ccc(C)cc1)C(=O)N1CC=C(c2ccccc2)CC1 (stereo not given)
  -4	·	0.5	14	4	-3	6
O=C(c1cccnc1)N1CC(=O)N2[C@H](CO)[C@H](c3ccc(-c4ccc(F)cc4)cc3)[C@@H]2C1
  9	·	-1.1	·	9	-19	-13
Cc1cc(C)n(-c2ncc3c(n2)N(CCO)CCOC3=O)n1
  2	-3	-4.3	-6	-5	-12	13
COC(=O)C1=C(C)NC(C)=C(C(=O)OC)C1C(=O)OCc1nc2cc(C(=O)OC)ccc2c(=O)[nH]1
  17	·	2.3	6	-2	7	9
S=C1NC2(CCCCC2)Cc2ccccc21
  ·	-2	·	7	·	-13	12
Cc1ccccc1-c1nc(CN2CCN(C(=O)c3ccco3)CC2)c(C)o1
  3	·	-2.9	-2	·	-15	-4
Nc1ccc2c(c1)C(=O)c1ccccc1-2
  -4	-5	-0.4	-11	-6	-2	-3
Cc1ccccc1OCc1nnc(SCC(=O)NCc2ccco2)n1C
  5	-1	-2.9	9	0	6	6
COc1ccccc1C=Cc1ccnc2ccccc12
  -1	9	-1.2	·	-38	-8	-6
CCOC(=O)c1cc(C(=O)c2cc(Br)ccc2O)coc1=N
  -4	·	-4.5	7	4	4	-5
CCCC(=O)Nc1ccc2c(c1)OC[C@@H](C)N(Cc1ccccc1F)C[C@H](C)[C@H](OC)CN(C)C2=O
  -8	·	-0.9	0	-8	12	-34
O=c1[nH]c2ccc(S(=O)(=O)NCCO)cc2[nH]1
  0	·	0.0	3	-6	-9	23
CC(=O)C1=C(C)NC(=O)CC1c1ccc(F)cc1 (stereo not given)
  2	0	-2.1	-6	3	9	0
COC(=O)c1ccc(N2C(=O)CC(N3CCC(O)(c4ccc(Br)cc4)CC3)C2=O)cc1 (stereo not given)
  ·	0	·	-8	·	-2	-24
O=c1cc(CN2CCC(Cc3ccccc3)CC2)nc2sccn12
  -2	-20	·	-9	-3	12	9
COc1ccc2[nH]c(=O)c(CN(Cc3cccs3)C(=S)NCC3CCCO3)cc2c1 (stereo not given)
  9	-4	-11	-3	4	5	0
Cc1scc(-c2n[nH]c(=S)n2Cc2ccccc2)c1C
  ·	-6	·	-3	·	-47	24
CN(CCc1ccccc1)C(=O)c1cc(COc2ccc(F)cc2Cl)on1
  0	1	-0.1	-5	-61	-75	-21
CCCC(=O)N1CCCC(c2cc(C(=O)Nc3ccccc3)no2)C1 (stereo not given)
  8	-4	-1.0	1	14	48	9
COc1cc(C(=O)NCCC(=O)N2CCCCC2)cc(OC)c1OC
  -4	-4	-1.5	-3	0	2	-1
CCOc1ccc(S(=O)(=O)N2CCCC(C(=O)Nc3cccc(C)c3)C2)cc1 (stereo not given)
  -7	-4	3.8	-11	·	11	-22
COc1cc(NC(=O)c2cccs2)c(OC)cc1NC(=O)CCC(=O)Nc1ccc(C)cc1
  ?	-9	0.5	-3	17	19	-35
C[C@H](CO)N1C[C@H](C)[C@@H](CN(C)C(=O)CCC(F)(F)F)OCCCC[C@H](C)Oc2ccc(N(C)C)cc2C1=O
  2	-1[16.7 µM]	1.7	·	-6	-2	-7
COc1ccc(-c2ccc3n(c2=O)C[C@@H]2[C@@H](CO)[C@H](C(=O)Nc4ccccc4)[C@H]3N2C)cc1
  -3	·	·	·	-9	5	-3
Cc1ccc(NC(=O)C(C)OC(=O)Cn2[nH]c(=O)c3ccccc3c2=O)cc1 (stereo not given)
  -1	-5	0.1	-8	-4	12	-8
C[C@@H]1CN([C@@H](C)CO)C(=O)c2cc(C#CCC3CCCC3)cnc2O[C@@H]1CN(C)C(=O)CN(C)C
  -3	-6[16.7 µM]	0.9	-19	3	-5	8
O=C(/C=C/c1ccc(Cl)cc1)Nc1ccc(N2CCCCC2)cc1
  ·	-4	·	-8	·	·	-3
C[C@@H]1CN([C@@H](C)CO)C(=O)c2cccc(NC(=O)Nc3cccc4ccccc34)c2O[C@H]1CN(C)S(=O)(=O)c1ccc(F)cc1
  -2	-8[16.7 µM]	-0.5	·	7	·	·
CC(C)C(NC(=O)Cc1ccccc1[N+](=O)[O-])C(C)C
  ·	-5	·	·	·	-7	24
COc1ccc(C(C(=O)NC2CCCCC2)N(C(=O)c2ccccn2)c2cccnc2)c(OC)c1 (stereo not given)
  0	3	0.5	-6	-7	10	20
CC(CN)(NS(=O)(=O)c1ccccc1)c1ccccc1 (stereo not given)
  0	·	·	3	-10	3	12
Cc1cc(Br)cn2c(Cc3ccsc3)c(-c3ccccc3)nc12
  -11	-1	-1.0	·	-54	-19	-28
O=C(OCCOCn1cc(Br)c(=O)[nH]c1=O)c1ccccc1
  8	-4	-3.9	-9	6	11	20
COc1ccccc1/C=C/C=C1\Oc2c(ccc(O)c2CN(C)C)C1=O
  -7	14	1.1	-2	-8	-5	-6
CC(C)C[C@H](NC(=O)c1nc[nH]c1C(=O)N1CCC(C)CC1)C(=O)OC(C)(C)C
  82*	-20	-0.8	-6	3	-3	-11
CCN(c1ccccc1)S(=O)(=O)c1ccc(C(C(=O)OC)C(=O)OC)c([N+](=O)[O-])c1
  -4	0	-0.6	-9	7	0	-13
C[C@H](CO)N1C[C@H](C)[C@H](CN(C)CC2CCCCC2)Oc2ccc(NC(=O)c3ccncc3)cc2CC1=O
  -4	24[16.7 µM]	0.5	·	-2	·	3
CCN(CC)S(=O)(=O)c1cccc(NC(=O)COc2ncnc3sccc23)c1
  ·	·	-0.9	0	5	3	-21
Cc1cccc(NC(=O)CSCC(=O)N(C)Cc2ccc(Cl)c(Cl)c2)c1
  3	-14	1.0	·	-1	2	-28
O=[N+]([O-])c1ccc(O)c(/C=N/Nc2ccccc2Cl)c1
  9	5	1.4	-2	-52	-142	-15
CCCC(=O)Nc1ccc(C(=O)COC(=O)C2CC2C)cc1 (stereo not given)
  5	6	-1.4	-14	-64	-231	22

# Reprinted at random: two entries already listed
# The line under a structure holds: DENV2 CPE rescue	miR-122 sensor	CFTR F508del cor	FN deposition inh	EWS-Fli block	PAX8 reporter	INS-1E GSIS act
CC(=O)NC[C@H]1[C@@H](c2ccc(-c3ccccc3F)cc2)[C@@H](CO)N1C(=O)C1CC1
  2	-7[16.7 µM]	-2.3	-12	-10	9	-9
S=C1NC2(CCCCC2)Cc2ccccc21
  ·	-2	·	7	·	-13	12

# (list continues)
# The line under a structure holds: DENV2 CPE rescue	miR-122 sensor	CFTR F508del cor	FN deposition inh	EWS-Fli block	PAX8 reporter	INS-1E GSIS act
COc1ccc(-c2ccc(-c3noc(-c4ccccc4F)n3)c(OC)n2)cc1
  ·	20	·	-11	·	·	4
COC(=O)Cc1c(O)ccn(CCc2ccccc2)c1=O
  ·	-18	1.3	-3	-12	-8	0
C=CCn1cnc2scc(-c3ccc(OC)cc3)c2c1=O
  -10	0	-1.8	11	2	-13	61*
COc1ccc(S(=O)(=O)NC(=O)C2(C)CCN2C(=O)Cc2cc(F)ccc2F)cc1 (stereo not given)
  4	·	-2.2	-4	-1	8	6
CC(C)CC(=O)NC(NC(=S)Nc1sc2c(c1C#N)CCCC2)C(Cl)(Cl)Cl (stereo not given)
  ·	-5	·	1	·	-7	·
O=C(O)c1ccc(CSc2ccccn2)cc1
  1	·	1.3	-2	4	-10	28
CCCc1nnc(SCC(=O)N2CCCCC2C)n1CC1CCCO1 (stereo not given)
  ·	-2	·	-6	·	12	·
CC(C(=O)Nc1ccc2c(c1)OCO2)N1CCN(C)CC1 (stereo not given)
  5	-4	-0.3	-5	-4	7	19
CCN(C(=O)c1cc(S(=O)(=O)N2CCc3ccccc32)cn1C)c1ccccc1
  -6	-2	-1.7	9	2	22	-22
Cc1cc(C(=O)Nc2c(C)n(C)n(-c3ccccc3)c2=O)c(C)o1
  ·	5	·	-3	·	·	16
C[C@H](NC(=O)N1CCn2c1nc1ccccc12)C(=O)NCc1ccco1
  0	-4	-2.5	-1	2	4	9
COc1ccccc1CNCC(=O)Nc1ccc(C(F)(F)F)cc1
  12	5	0.1	11	8	8	-26
O=C(Cc1ccccc1F)NCC(=O)Nc1ccccc1Br
  -1	-2	1.0	9	0	-5	-11
COc1ccccc1S(=O)(=O)Nc1cc(S(=O)(=O)N2CCCCC2)ccc1N1CCOCC1
  -4	19	-1.2	6	9	-11	-3
C[C@@H]1CN([C@H](C)CO)C(=O)c2cc(-c3cccc(F)c3)cnc2O[C@@H]1CN(C)C(=O)C1CCOCC1
  17	2[16.7 µM]	-0.5	·	-18	-10	27
COC(=O)c1ccc(CNC(=O)COC(=O)/C=C/c2cc(OC)c(OC)c(OC)c2)cc1
  7	3	-2.1	4	5	·	-23
O=C(NCC1CC1)[C@@H]1[C@@H](CO)[C@@H]2Cn3c(ccc(-c4ccccc4)c3=O)[C@@H]2N1Cc1cocn1
  -11	-3[16.7 µM]	0.6	·	4	-1	4
COc1cccc(NC(=O)N[C@H]2C=C[C@H](CC(=O)Nc3ccccc3)O[C@H]2CO)c1
  5	·	-2.8	-9	·	·	-7
O=c1ccc(-c2ccccc2)nn1Cc1ccc(F)cc1
  3	1	0.4	15	-13	-32	7
Cc1ccc(C(=O)Nc2nccc(C)n2)cc1
  -1	-4	2.4	-1	-25	-27	19
C/C=C\C(=O)Nc1cccc(C2=NOC3(C2)C[C@H](C(N)=O)N(C(=O)Cc2ccc([N+](=O)[O-])cc2)C3)c1 (stereo not given in full)
  -1	-7	0.2	-2	0	-7	-5
C[C@@H]1CN([C@@H](C)CO)C(=O)Cc2cc(NC(=O)Cn3cnnn3)ccc2O[C@H]1CN(C)Cc1ccc(C(=O)Nc2ccccc2N)cc1
  8	·	-3.6	·	·	5	-4
COc1ccc(CNC(=O)c2ccc(CS(=O)(=O)c3ccc(Br)cc3)o2)cc1
  6	-11	2.2	0	1	13	0
Cc1ccc(O)c(NC(=S)NC(=O)/C=C/c2ccccc2)c1
  18	3	-0.5	-3	-3	15	-11
Cc1ccccc1S(=O)(=O)N[C@@H]1CC[C@H](CCNS(=O)(=O)c2cccc(F)c2)O[C@H]1CO
  -4	·	2.3	-3	7	-4	-2
CC(=O)Nc1cccc(NC(=O)Nc2cccc(Cl)c2C)c1
  ·	·	1.8	1	-4	16	7
Cc1ccc(OCC(=O)NNC(=O)Cn2nnc(-c3ccccc3)n2)cc1
  3	·	-4.3	6	1	17	5
CCCOc1ccc(N2C(=O)CC(NCC(=O)OCC)C2=O)cc1 (stereo not given)
  -1	0	-34	11	18	9	4
COc1ccccc1C(=O)NCCC(=O)NCC(c1ccco1)N1CCCC1 (stereo not given)
  0	3	3.8	-2	3	4	·
CCS(=O)(=O)c1ccc2oc(Nc3cc(Cl)ccc3OC)nc2c1
  -6	-1	3.9	8	-4	-6	82
